High-throughput results deposited in PubChem by several laboratories.
TcdB inh: inhibitors of Clostridioides difficile toxin B glycohydrolase; TcdB glycohydrolase enzymatic assay, plate reader; inhibition, % at 9.99 µM; AID 652162; P18177; actives 0.24% (n = 350,000); in the data active means inhibition above about 10%
Mtb FBA inh: inhibitors of M. tuberculosis fructose-bisphosphate aldolase | purified M. tuberculosis FBA, fluorescence read-out | P9WQA3 | actives 2.3% (n = 360,000) | AID 588726 | inhibition, % at 1 µM; in the data active means inhibition above about 27%;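 further: 0% = vehicle and 100% = reference inhibitor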
Target sequence (P9WQA3 whole entry, looked up): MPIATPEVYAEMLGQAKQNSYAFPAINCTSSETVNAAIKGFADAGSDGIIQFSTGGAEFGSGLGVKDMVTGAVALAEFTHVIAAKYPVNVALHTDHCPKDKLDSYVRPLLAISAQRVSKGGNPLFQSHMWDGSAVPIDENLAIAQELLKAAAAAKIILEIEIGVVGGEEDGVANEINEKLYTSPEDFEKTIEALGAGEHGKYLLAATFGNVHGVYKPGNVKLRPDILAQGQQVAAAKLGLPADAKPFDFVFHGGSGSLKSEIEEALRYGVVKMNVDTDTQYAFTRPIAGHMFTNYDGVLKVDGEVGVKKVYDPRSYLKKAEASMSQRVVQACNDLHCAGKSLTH
UGM FP inh: blocks M. tuberculosis UGM enzyme; P9WIQ1; purified UGM, fluorescence polarization probe displacement; inhibition, % at 10 µM; actives 0.06% (n = 320,000); AID 504406; in the data active means inhibition above about 10%, passing the limit was not always enough; inconclusive means no clear call, values can overlap the other calls
Target sequence (P9WIQ1 whole entry, looked up): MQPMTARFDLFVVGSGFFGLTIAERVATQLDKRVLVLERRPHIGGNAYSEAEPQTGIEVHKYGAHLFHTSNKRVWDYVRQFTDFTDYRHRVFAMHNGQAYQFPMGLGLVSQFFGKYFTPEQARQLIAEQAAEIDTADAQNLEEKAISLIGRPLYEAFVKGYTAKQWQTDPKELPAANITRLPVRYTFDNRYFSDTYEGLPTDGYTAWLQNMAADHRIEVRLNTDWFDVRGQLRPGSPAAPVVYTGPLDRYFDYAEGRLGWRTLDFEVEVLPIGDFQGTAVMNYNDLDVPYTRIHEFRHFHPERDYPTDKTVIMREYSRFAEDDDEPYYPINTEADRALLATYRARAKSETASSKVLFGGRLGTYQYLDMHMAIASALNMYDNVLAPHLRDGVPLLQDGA
FadD28 binding: blocks FadD28 binding to the bisubstrate probe. fluorescence polarization. inhibition, % at 12.5 µM. actives 0.22% (n = 360,000); in the data active means inhibition above about 8.5%, passing the limit was not always enough; inconclusive means no clear call, values can overlap the other calls
Mtb BioA inh: BioA (M. tuberculosis) enzyme inhibition | purified M. tuberculosis BioA enzyme, plate reader | inhibition, % at 9.99 µM | actives 0.096% (n = 360,000); in the data active means inhibition above about 40%; inconclusive means no clear call, values can overlap the other calls
BH1578 lux ind: inducers of Vibrio cholerae quorum light production without autoinducers | activation, % at 18.7 µM | actives 0.16% (n = 350,000) | V. cholerae BH1578 lux reporter, luminescence, 6 h; in the data active means activation mostly above about 9.7%, no sharp cut-off; inconclusive means no clear call, values can overlap the other calls; inactive means mostly below about 3.7%; further: not every result past the cut was called active; inactives centre near 0; reference of the scale not given here
PfHsp40 rescue: rescue of PfHsp40-mediated yeast toxicity. growth rescue, % at 12.5 µM. AID 504582. S. cerevisiae expressing PfHsp40, growth rescue, ATP luminescence. actives 0.68% (n = 340,000); in the data active means growth rescue above about 28%, passing the limit was not always enough; inconclusive means no clear call, values can overlap the other calls;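 further: yeast W303a lacking pdr1 and pdr3 grown in galactose medium; growth measured after three days at 30 °C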
GDH-TPI counter: counter-screen for M. tuberculosis FBA inhibitors: GDH-TPI coupled enzymes; GDH-TPI coupled enzyme counterscreen, NADH absorbance; inhibition, % at 4.8 µM; actives 1.2% (n = 360,000); AID 588335; in the data active means inhibition above about 30%;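 further: 0% = DMSO wells and 100% = wells lacking the enzyme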
Yp Topo-I inh: blocks Yersinia pestis topoisomerase I activity; actives 0.064% (n = 360,000); activity, % at 10 µM; Y. pestis Topo-I cleavage product accumulation, plate reader; in the data active means activity above about 50%, passing the limit was not always enough; inconclusive means no clear call, values can overlap the other calls; further: inactives centre near 2
* marks the source's active call; other numbers are inactive results; i = inactive; ? = inconclusive; · = no result given.

The line under a structure holds: TcdB inh, Mtb FBA inh, UGM FP inh, FadD28 binding, Mtb BioA inh, BH1578 lux ind, PfHsp40 rescue, GDH-TPI counter, Yp Topo-I inh
#1 O=C(CS(=O)CC(=O)N(c1cccc(F)c1)C(C(=O)NC1CCCCC1)c1ccco1)Nc1ccc(F)cc1 (stereo not drawn)
→ ·, -3.3, 3.1, -4.0, 1.9, -0.2, 0.3, -4.4, 15.6
#2 O=S(=O)(c1ccc2c(c1)OCCO2)C1CCC(S(=O)(=O)c2c(F)cccc2F)CC1 (stereo not drawn)
→ 1.3, 3.3, -0.8, 0.0, 0.9, -0.4, -1.6, -12.6, 1.1
#3 N#Cc1c(-c2ccccc2)c(-c2ccccc2)nn(CC(=O)NNC(=O)Nc2ccc(Cl)cc2)c1=O
→ 1.4, 2.6, 0.5, -2.2, -0.3, i, 1.6, -4.7, 7.8
#4 CCCCC(=O)NC(=S)NNS(=O)(=O)c1ccccc1
→ ·, -2.7, -5.2, 0.6, ·, -0.2, -1.5, 14.2, -10.5
#5 COc1cccc(-c2nnc(NC(=O)c3ccco3)s2)c1
→ 0.8, 7.0, 3.8, 1.0, -1.3, -4.8, -1.5, 41.2*, 5.4
#6 Nc1ncnc2nc(SCCC(=O)O)[nH]c12
→ 1.6, 1.8, -2.2, 0.3, -0.3, i, -0.9, 3.4, 2.7
#7 O=C(Nc1cccnc1)c1c(F)c(F)c(F)c(F)c1F
→ ·, 1.7, 0.6, -2.7, 4.1, -0.5, 0.1, -10.8, -3.4
#8 CC1(C)Oc2ccc(C(=O)N/N=C/c3ccc(O)cc3)cc2NC1=O
→ 1.3, 0.1, 1.2, -2.0, -2.3, -7.3, -0.4, 27.2, 4.0
#9 CN(CCCC1CCCC1)C(=O)CC1C(=O)NCCN1Cc1ccc(F)cc1 (stereo not drawn)
→ 0.7, 2.3, -0.3, -0.9, 0.2, ·, 0.8, 5.2, 22.0
#10 COc1cc(NC(=S)NCc2ccco2)cc(OC)c1OC
→ ·, -2.9, -0.5, -2.1, 0.8, i, -0.2, 0.0, -7.5
#11 O=C(Nc1ccc2oc(-c3ccccc3)nc2c1)c1cccnc1
→ ·, 10.6, 1.0, -1.3, 25.5, -0.3, -0.5, 14.4, 16.0
#12 CCCCCCNC(=O)O[C@H]1C[C@@H]2C(=O)N(c3ccccc3)C(=O)[C@@H]2[C@@H]2CN(S(=O)(=O)c3ccc(C)cc3)C[C@]12O
→ 1.7, 0.1, ·, -2.7, -1.5, -0.6, ·, -18.9, 4.6
#13 CCCS(=O)(=O)NC(=O)C1(C)CCCN(C(=O)c2nc3ccccc3s2)C1 (stereo not drawn)
→ 0.4, -4.5, ·, -2.6, -2.0, i, ·, 1.8, 10.8
#14 COCCCNC(=O)CC1C[C@H](C(=O)N2CCCCC2)[C@@]2(C)c3[nH]c4ccc(OC)cc4c3CCN2C1=O (stereo partly drawn)
→ 0.3, 5.7, ·, -0.5, -0.6, i, -0.3, 9.4, 6.3
#15 C=CC(=O)NC(C)(C)CCN1CCOCC1
→ 1.6, -0.4, -0.2, -2.1, ·, -0.3, -0.2, 4.3, 6.0

3 compounds drawn at random from the list so far, as already listed:
The line under a structure holds: TcdB inh, Mtb FBA inh, UGM FP inh, FadD28 binding, Mtb BioA inh, BH1578 lux ind, PfHsp40 rescue, GDH-TPI counter, Yp Topo-I inh
#11 O=C(Nc1ccc2oc(-c3ccccc3)nc2c1)c1cccnc1
→ ·, 10.6, 1.0, -1.3, 25.5, -0.3, -0.5, 14.4, 16.0
#10 COc1cc(NC(=S)NCc2ccco2)cc(OC)c1OC
→ ·, -2.9, -0.5, -2.1, 0.8, i, -0.2, 0.0, -7.5
#8 CC1(C)Oc2ccc(C(=O)N/N=C/c3ccc(O)cc3)cc2NC1=O
→ 1.3, 0.1, 1.2, -2.0, -2.3, -7.3, -0.4, 27.2, 4.0

Continuation.
The line under a structure holds: TcdB inh, Mtb FBA inh, UGM FP inh, FadD28 binding, Mtb BioA inh, BH1578 lux ind, PfHsp40 rescue, GDH-TPI counter, Yp Topo-I inh
#16 Cn1cccc1C(=O)NC(=O)COC(=O)c1ccccc1O
→ ·, 2.7, -0.7, 2.4, ·, 1.6, 1.9, -2.2, -4.8
#17 CCCOc1ccc(/C=C/C(=O)OCC(=O)N(C)c2c(N)n(Cc3ccccc3)c(=O)[nH]c2=O)cc1OCC
→ 1.4, 3.1, 0.5, -3.4, -2.4, i, ?, 11.5, 6.5
#18 COc1ccc(/C=N/n2cnc3c([nH]c4ccc(C)cc43)c2=O)cc1CN1CCCC1
→ -0.3, 0.8, 1.7, -2.3, -0.3, 5.6, 0.3, 6.9, 6.6
#19 CCCCn1c(=N)n(CC(=O)c2ccc(Br)s2)c2ccccc21
→ 0.5, -0.8, 1.1, -5.3, -0.6, -0.4, 0.4, 12.7, -0.5
#20 CC(C)C(C)(C#N)NC(=O)CSc1nnc(-c2ccncc2)n1Cc1ccccc1 (stereo not drawn)
→ ·, -9.3, -2.2, -5.0, 2.8, -0.3, 6.3, -1.8, -7.0
#21 CCOC(=O)CCSc1nc(N2CCOCC2)c2c(c1C#N)CC(C)(C)OC2
→ 2.7, 1.0, 0.3, 0.8, ·, i, 0.6, 1.8, 12.9
#22 Cc1ccc(S(=O)(=O)N2CCCCC2)cc1NC(=O)COC(=O)C1(C)CC1(Cl)Cl (stereo not drawn)
→ 0.5, -1.8, ·, -2.5, 0.1, i, 0.5, 3.2, 8.8
#23 Cc1c(NC(=O)c2ccc(S(=O)(=O)N(C)C)cc2)cccc1-n1cnnn1
→ -0.7, -0.8, -2.1, ·, -0.6, -3.1, 0.7, 2.1, 3.5
#24 COc1ccc(S(N)(=O)=O)cc1C(=O)NC1CCCc2ccccc21 (stereo not drawn)
→ 1.3, -2.1, 4.5, -1.7, -0.4, -0.5, 0.8, -7.3, 5.3
#25 O=C(CN1CCCCCC1)Nc1ccc(F)c(F)c1
→ ·, 2.3, -0.7, -4.5, 1.1, -0.5, -0.1, -3.8, -0.6
#26 C=CCNC(=O)c1onc(CSc2ccccc2)c1C(=O)NCC=C
→ ·, 1.9, -0.6, 1.2, 0.1, i, -1.4, 13.4, 6.5
#27 Cc1nc(N)sc1-c1csc(Nc2cccc(C(=O)O)c2)n1
→ 6.7, 7.2, -0.3, 23.3*, 7.6, -0.2, -1.3, 21.8, -15.4
#28 CCOc1ccc2nc(SCC(=O)N3CCCc4ccccc43)sc2c1
→ ·, -0.7, -0.7, -1.1, -0.2, -3.0, 5.0, 8.5, 47.4
#29 Cc1c(CCC(=O)NCCCCCC(=O)O)c(=O)oc2cc3occ(-c4ccccc4)c3cc12
→ -2.6, 6.7, -3.0, -4.2, 7.4, i, -1.1, 10.0, 22.8
#30 CCC1CN(C(=O)N2CCC(C(=O)Nc3ccccc3F)CC2)c2ccccc2O1 (stereo not drawn)
→ 0.8, 1.3, 0.1, -1.8, 3.3, -0.7, 0.1, 5.2, 11.6
#31 CCN1C(=O)N(C(C)=O)C2C1N(C(C)=O)C(=O)N2C(C)=O (stereo not drawn)
→ 1.0, -2.6, -0.6, -1.7, ·, -1.0, -1.3, -6.1, 4.0
#32 COc1ccccc1CC(=O)N(Cc1ccccc1)c1ccc(C)cc1
→ 1.8, 0.8, 2.1, -1.3, -0.4, i, 2.2, 1.0, ?
#33 O=C(NCc1ccccc1)C(=O)NCC1OCCN1C(=O)c1cccs1 (stereo not drawn)
→ 1.3, -1.0, 1.0, -4.7, -0.9, -1.7, -0.8, -1.5, -0.9
#34 COc1ccc(CCNC(=O)CSCC(=O)Nc2ccccc2)cc1OC
→ 0.9, -4.1, -2.8, -5.4, 1.4, 0.8, 0.8, -12.2, 7.3
#35 CN(C)S(=O)(=O)c1cc(C(=O)NCCCn2ccc3ccccc32)ccc1Cl
→ ·, 1.5, 0.0, -2.3, -1.8, 1.9, 0.1, 6.5, 8.9
#36 Cc1c(C(=O)Nc2ccc(Oc3ccccc3)cc2)sc2nc3n(c(=O)c12)CCC3
→ ·, 2.3, -0.7, -0.4, ·, i, -0.5, 8.6, 13.0
#37 O=C(Nc1ccccn1)C(F)(F)C(F)(F)C(F)(F)C(F)(F)C(=O)Nc1ccccn1
→ 1.8, 3.9, ·, 0.0, ·, i, 0.0, 1.8, 1.2
#38 Cn1nnnc1Sc1ncnc2scc(-c3ccc(-c4ccccc4)cc3)c12
→ 0.5, 1.8, 2.9, -0.7, -0.6, i, 3.0, 8.5, 25.2
#39 COc1ccccc1/C=C(/C(=O)OCC(=O)NCc1ccccc1)c1ccccc1
→ ·, -0.1, -3.5, -1.5, -1.6, -0.5, -0.5, 1.9, 26.4
#40 C[N+]1(CC(=O)OC2CCCCCCCCCCC2)CCCC1
→ 0.4, -3.8, -2.7, -3.9, ·, -0.3, -0.7, -1.3, 1.7
#41 Nc1cc(=O)[nH]c(=O)n1-c1ccc(Cl)cc1
→ 0.1, 0.9, -1.4, -3.3, ·, -0.3, 1.1, -1.5, -6.6
#42 COc1ccc(-c2noc(CN(C)S(=O)(=O)c3ccccc3)n2)cc1OC
→ ·, 8.2, -0.3, 1.3, 0.4, 0.7, 0.0, 3.6, 3.3
#43 Nc1ccn([C@@H]2O[C@H](C(=O)N(CCC3=CCCCC3)CC3CC3)[C@@H](O)[C@H]2O)c(=O)n1
→ 0.8, -1.5, ·, -3.4, 3.4, ·, ·, ·, ·
#44 O=C(Cc1ccccc1[N+](=O)[O-])NCCCN1CCOCC1
→ 0.1, 2.4, 1.7, -1.8, -0.5, 4.3, 0.0, 8.7, 1.6
#45 CSc1ccc(C#N)cc1NC(=O)c1ccc(Cl)cc1
→ ·, 1.5, 2.8, -1.0, -2.1, i, 0.4, 5.1, 4.2
#46 Cc1[nH]c2ccccc2c1C(=O)C(C)OC(=O)c1ccccc1NCCO (stereo not drawn)
→ 4.9, 8.2, -0.3, -3.1, 2.8, -4.0, 1.5, 14.4, 4.2
#47 COc1ccc(N2C(=O)CC(Sc3ncn[nH]3)C2=O)c(OC)c1 (stereo not drawn)
→ ·, 0.9, 0.6, -2.3, -1.2, i, 0.9, 3.9, 3.1
#48 O[C@@H](c1cc(C(F)(F)F)nc2c(C(F)(F)F)cccc12)[C@H]1CCCCN1
→ 0.4, -3.5, 1.6, -22.3, 2.6, i, 1.9, -11.1, -14.7
#49 Cc1ccc(SCc2c(C(=O)N/N=C/c3cccnc3)nnn2-c2nonc2N)cc1
→ -1.7, 0.6, 0.1, -1.6, 3.7, -0.9, -0.2, 8.6, -0.2
#50 O=C(Nc1ccccn1)c1cccc(S(=O)(=O)N2CCOCC2)c1
→ ·, 2.3, -0.1, 0.4, -3.0, -0.4, 0.2, 6.8, -11.5
#51 COc1cccc(CNC(=O)CN(c2cc(C)cc(C)c2)S(=O)(=O)c2c(C)noc2C)c1
→ -0.1, 4.8, -0.2, 0.6, 3.5, -0.2, 0.0, 8.2, 5.7
#52 COc1ccccc1NC(=O)CSC1=NC(=O)C(Cc2ccccc2)C(=O)N1 (stereo not drawn)
→ 0.5, 0.9, 2.0, -1.8, ·, -0.4, 1.1, -7.4, -1.9
#53 C/C=C1\COC(C(=O)NCc2ccccc2)(C(F)(F)F)C=C1C=C1CCCCC1 (stereo not drawn)
→ -0.3, 0.7, -1.7, -1.1, -0.3, -0.8, 4.7, -0.4, 47.4
#54 COc1cc2c(=O)[nH]c3cc([N+](=O)[O-])ccc3c2cc1[N+](=O)[O-]
→ 9.1, 1.6, ·, -3.0, -0.7, 0.7, ·, 13.3, -22.2

Single values from above.
For Yp Topo-I inh, `CSc1ccc(C#N)cc1NC(=O)c1ccc(Cl)cc1` is listed with 4.2
For Mtb FBA inh, `Cn1cccc1C(=O)NC(=O)COC(=O)c1ccccc1O` is listed with 2.7
For TcdB inh, `C=CC(=O)NC(C)(C)CCN1CCOCC1` is listed with 1.6
For PfHsp40 rescue, `N#Cc1c(-c2ccccc2)c(-c2ccccc2)nn(CC(=O)NNC(=O)Nc2ccc(Cl)cc2)c1=O` is listed with 1.6
For UGM FP inh, `COc1ccc(-c2noc(CN(C)S(=O)(=O)c3ccccc3)n2)cc1OC` is listed with -0.3
For GDH-TPI counter, `CCOc1ccc2nc(SCC(=O)N3CCCc4ccccc43)sc2c1` is listed with 8.5
